KDM5B inh: blocks human KDM5B histone demethylase activity | Q9UGL1 | KDM5B demethylase, FDH-coupled NADH fluorescence (FDH is formaldehyde dehydrogenase) | Potency, µM (highest dose often 57.7 µM), for the others: top-dose activity change, negative = inhibition, actives largely listed as inhibitors | 220,000 compounds, 2.6% hits | AID 1347165; active = well fitted inhibition curve with a large enough effect; inconclusive = small, poorly fitted or top-dose-only effect; inactive = no such curve, though single readings can be large or run the other way; also: 0% is about no effect; nearly all actives have a fitted effect of over 70% in size
Target sequence (Q9UGL1 whole entry, looked up): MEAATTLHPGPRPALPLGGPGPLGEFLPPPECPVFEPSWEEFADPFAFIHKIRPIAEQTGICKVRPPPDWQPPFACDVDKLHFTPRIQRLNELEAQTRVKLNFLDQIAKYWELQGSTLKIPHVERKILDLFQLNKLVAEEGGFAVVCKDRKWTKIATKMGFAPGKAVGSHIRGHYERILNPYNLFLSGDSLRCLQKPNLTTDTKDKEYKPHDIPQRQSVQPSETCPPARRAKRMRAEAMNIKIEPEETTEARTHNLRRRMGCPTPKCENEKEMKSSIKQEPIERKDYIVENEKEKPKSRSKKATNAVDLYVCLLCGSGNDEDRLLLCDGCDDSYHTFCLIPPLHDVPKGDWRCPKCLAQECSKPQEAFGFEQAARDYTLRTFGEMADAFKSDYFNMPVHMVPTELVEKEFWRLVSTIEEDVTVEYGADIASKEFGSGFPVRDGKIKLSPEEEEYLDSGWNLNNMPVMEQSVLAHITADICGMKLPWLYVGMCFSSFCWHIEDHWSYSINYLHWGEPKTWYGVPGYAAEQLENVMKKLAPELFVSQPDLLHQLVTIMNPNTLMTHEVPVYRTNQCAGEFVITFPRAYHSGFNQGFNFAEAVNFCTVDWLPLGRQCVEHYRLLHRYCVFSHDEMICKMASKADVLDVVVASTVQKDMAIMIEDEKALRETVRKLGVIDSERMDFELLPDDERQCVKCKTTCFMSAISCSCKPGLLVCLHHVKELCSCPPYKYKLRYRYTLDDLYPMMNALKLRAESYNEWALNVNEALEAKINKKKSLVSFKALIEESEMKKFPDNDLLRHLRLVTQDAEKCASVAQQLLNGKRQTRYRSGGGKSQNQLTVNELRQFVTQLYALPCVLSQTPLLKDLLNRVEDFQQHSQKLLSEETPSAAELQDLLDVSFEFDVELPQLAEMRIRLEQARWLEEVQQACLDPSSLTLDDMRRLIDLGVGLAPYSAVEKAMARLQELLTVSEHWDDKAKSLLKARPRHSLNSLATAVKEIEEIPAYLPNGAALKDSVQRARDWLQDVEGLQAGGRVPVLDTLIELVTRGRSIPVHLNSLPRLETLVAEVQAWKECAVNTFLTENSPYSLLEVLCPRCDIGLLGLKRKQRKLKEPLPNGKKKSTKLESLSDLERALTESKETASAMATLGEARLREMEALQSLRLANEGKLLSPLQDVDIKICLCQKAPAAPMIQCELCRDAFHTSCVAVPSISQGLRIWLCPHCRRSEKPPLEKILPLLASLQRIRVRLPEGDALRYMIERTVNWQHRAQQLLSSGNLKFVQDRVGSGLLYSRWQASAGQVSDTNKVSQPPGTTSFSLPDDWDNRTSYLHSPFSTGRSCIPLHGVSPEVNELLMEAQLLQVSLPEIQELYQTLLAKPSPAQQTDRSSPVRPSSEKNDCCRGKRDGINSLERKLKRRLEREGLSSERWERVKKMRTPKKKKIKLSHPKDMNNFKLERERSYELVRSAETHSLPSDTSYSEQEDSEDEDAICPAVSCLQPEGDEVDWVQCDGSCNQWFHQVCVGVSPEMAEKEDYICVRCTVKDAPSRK
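Coupled FDH/NAD⁺ fluorescence readout. KDM5BΔAP 200 nM final; compound titration, 10 min RT preincubation; substrate mix 12.5 µM H3K4me3, 25 µM 2-OG, 50 µM Fe(II), 100 µM ascorbate, 0.25 mM NAD⁺, 0.25 U/mL FDH; ΔRFU over 30 min.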
Active calls of the source: *; ? = inconclusive; & = joins results of further samples; [ ] = remark or other dose. Potency is read from the fitted curve at half-maximal effect.

KDM5B inh	canonical_smiles
-6.4%	O=C(NCc1cccc(F)c1)c1nc(-c2cccc3[nH]ccc23)no1
20.6%	CC(C)(C)c1ccc(CNC(=O)C2CCCN2C(=O)Nc2ccccc2)cc1 (centres undefined)
2.6%	O=C(c1ccc(Br)cc1)N(c1ccccn1)C1CCCCC1
?	COc1ccc(-c2ccc3nnc(CNC(=O)c4nccc5ccccc45)n3n2)cc1
13.2%	c1ccc(-c2ccc(Oc3nc(-c4ccccc4)cs3)cc2)cc1
-2.0%	Cc1ccc(NC(=O)Cn2c(=O)nc(-c3ccccc3)c3ccccc32)cc1F
-17.0%	CC(C)(C)C(=O)CN1C(=O)NC2(CCCc3ccccc32)C1=O (centres undefined)
-2.6%	Cc1ccc(NC(=O)Cn2c(=O)ccc3cc(S(=O)(=O)N4CCCC4)ccc32)cc1C
12.5%	Cc1cc(SCC(=O)Nc2ccc(F)c(F)c2F)nc2ccccc12
-20.7%	Cc1nc(-c2cnccn2)n(CC(=O)Nc2cccc(C(F)(F)F)c2)c(=O)c1CCO
-16.8%	N#C/C(=C\c1ccco1)C(=O)c1ccccc1
290.0%[activator]	O=C(O)C1CNCCN(Cc2ccc(-c3nn[nH]n3)cc2)C1 (centres undefined)
-0.6%	Cc1ccc(C2=NO[C@@](CC(=O)O)(C(=O)Nc3ccc4c(c3)OCCO4)C2)cc1
2.2%	CCCN(CCC)C(=O)c1coc(COc2ccc3sc(C)nc3c2)n1
4.3%[86.2 µM]	CC1=C[C@@H](CNS(C)(=O)=O)[C@H](C(C)C)C[C@H]1CC(=O)Nc1ccccn1
-0.1%	Cn1c(CCNC(=O)c2ccco2)nc2ccccc21

Five compounds already listed, ordered by molecular weight, descending.
KDM5B inh	canonical_smiles
-20.7%	Cc1nc(-c2cnccn2)n(CC(=O)Nc2cccc(C(F)(F)F)c2)c(=O)c1CCO
4.3%[86.2 µM]	CC1=C[C@@H](CNS(C)(=O)=O)[C@H](C(C)C)C[C@H]1CC(=O)Nc1ccccn1
12.5%	Cc1cc(SCC(=O)Nc2ccc(F)c(F)c2F)nc2ccccc12
-0.1%	Cn1c(CCNC(=O)c2ccco2)nc2ccccc21
-16.8%	N#C/C(=C\c1ccco1)C(=O)c1ccccc1

Further structures:
KDM5B inh	canonical_smiles
-23.7%	COc1ccc(-c2noc(Nc3ccc(OC)c(OC)c3)n2)cc1
7.5%[115 µM]	CN(C)c1ccc(CN2CCCC3(C2)C(=NC2CCCC2)NC(=O)N3c2cccnc2)cc1 (centres undefined)
-5.4%[86.2 µM]	COCCNC(=O)[C@@H]1Cc2cn(Cc3ccccn3)c3cccc(c23)[C@H](CC(C)C)N1
-24.9%	CC1CCCCN1CCCNC(=O)c1[nH]c2ccccc2c1Sc1ccc(Cl)cc1 (centres undefined)
18.2%	CCCNC(=O)N1CCCCCNC(=O)[C@@H]2CCCC[C@@H]21
20.4%	CCCc1cc(=O)[nH]c(SCC(=O)NC2CCCC2)n1
-23.7%	CCS(=O)(=O)N(C1CC1)C1CCOC2(CCN(C(=O)c3ccccc3)CC2)C1 (centres undefined)
-40.4%	Cc1cn2nc(C(=O)N3CCC(C(=O)NCc4ccccn4)CC3)cc2c(=O)[nH]1
26.0%[86.2 µM]	COCC(=O)N1CCC(O)(c2csc(CN3CCC[C@@H]3COC)n2)CC1
1.9%	COc1ccccc1CNC(=O)CCn1ccc2ccccc21
?	Cc1ccc(NC(=O)CCn2c(=O)c3cccn3c3ccccc32)c(Cl)c1
-5.5%	COCCNC(=O)c1ccc(OC2CCN(CCc3ccccc3)CC2)c(Cl)c1
-8.2%[86.2 µM]	Cc1ccc(CN2CCC3(CC2)NC(=O)c2ccccc2O3)cc1
3.6%	CCOC(=O)c1sc2ncn(CC(=O)Nc3ccc(F)cc3F)c(=O)c2c1C
?	N#Cc1cccnc1NCCCNc1ccccn1
5.4%	COCCNC(=O)[C@H]1CCC[C@H]1NC(=O)c1ccc(OC)cc1
?	COc1cc(NC(=O)C2CCN(c3cnccn3)CC2)cc(OC)c1
13.8%&-1.4%	CCCCNc1nc2c(c(=O)n(Cc3ccccc3)c(=O)n2C)n1C
-11.9%	COc1cccc(NC(=O)CSc2ncc(S(=O)(=O)c3ccc(C)c(C)c3)c(=O)[nH]2)c1
25.9%	COCCNC(=O)CC(C)C1CCCCC1 (centres undefined)
1.4%	COc1ccc(-c2onc(C)c2C(=O)NCc2c(OC)cc(OC)cc2OC)cc1
-35.1%	O=C(c1ccc2c(c1)N(Cc1ccc(F)cc1)C(=O)c1ccccc1S2(=O)=O)N1CCCCCC1
-2.1%	NCCc1c(C(=O)O)[nH]c2ccc([N+](=O)[O-])cc12
-23.4%	CCOc1ccc(-c2nnc(SCC(=O)Nc3ccc(C)cc3C)o2)cc1
-1.2%	Cc1ccc(C(=O)c2cn(Cc3ccc(Cl)cc3)c3nc(C)ccc3c2=O)cc1
-16.9%	Cc1ccc(F)cc1NC(=O)CCc1c(C)nn(-c2ccc(N3CCOCC3)nn2)c1C
-0.6%	CCOC(=O)c1cnc2ccc(OC)cc2c1Nc1cccc(C(=O)O)c1
?	CCn1c(=O)n(CC)c2cc(N3CCCCC3)c(NC(=O)Nc3ccccc3Cl)cc21
16.5%	CCOc1ccc(NC(=O)C2(Cc3cccnc3)CCCCC(=O)N2)cc1 (centres undefined)
-3.0%	NC(=O)c1ccc(OC2CCN(C(=O)c3ccc(F)cc3)CC2)nc1
?	Nc1nccnc1C(=O)NCc1ccc(COCC(F)(F)F)cc1
-12.2%	COCCCN1C(=O)N(c2ccccc2)C(=O)C1CC(=O)Nc1ccc(F)cc1 (centres undefined)

Shown as labelled records: two of the compounds above
CCn1c(=O)n(CC)c2cc(N3CCCCC3)c(NC(=O)Nc3ccccc3Cl)cc21
  KDM5B inh: ?
Cc1ccc(NC(=O)Cn2c(=O)ccc3cc(S(=O)(=O)N4CCCC4)ccc32)cc1C
  KDM5B inh: -2.6%

More entries.
KDM5B inh	canonical_smiles
35.5µM*	COc1ccc(CN2Cc3[nH]cnc3C[C@H]2C(=O)NC2CCCCC2)c2ccccc12
-4.7%	CCOC(=O)c1c(C)n(C)c2ccc(OCC(O)CNCCc3ccccc3)cc12 (centres undefined)
27.9%	CCCCN1CC2(CCCN(C(=O)c3cc[nH]c3C)C2)CCC1=O (centres undefined)
28.2µM*	COc1cccc(-c2nc3cnccn3c2NCCC(=O)N2CCN(C(C)C)CC2)c1
8.6%	COc1ccccc1CCn1c(N)cc(=O)[nH]c1=O
-7.6%	Cc1ncc(-c2ccc(S(=O)(=O)N3CCN(c4cccc(Cl)c4)CC3)cc2)o1
-12.2%	O=C(c1cccnc1)N1CCN(c2cc(-c3cccs3)[nH]n2)CC1
-1.2%[86.2 µM]	O=C(NCc1ccncc1)c1nc2c(o1)CCN(Cc1ccc3[nH]ccc3c1)CC2

Quoted from the listing.
Under KDM5B inh, CCOC(=O)c1c(C)n(C)c2ccc(OCC(O)CNCCc3ccccc3)cc12 (centres undefined) has the entry -4.7%
Under KDM5B inh, O=C(c1cccnc1)N1CCN(c2cc(-c3cccs3)[nH]n2)CC1 has the entry -12.2%

(more compounds)
KDM5B inh	canonical_smiles
-6.1%[115 µM]	CCCC(=O)N1Cc2ccccc2CC2(CCN(Cc3ccccc3)CC2)C1
?	O=C(/C=C/c1cccc(C(F)(F)F)c1)c1cccc(N2CCCC2=O)c1
28.5%	Cc1cc(/C=C(\C#N)c2nc3ccccc3s2)cc2c1OC(C)C2 (centres undefined)
-13.1%	Cc1ccc2[nH]c(C(=O)N3CCC(=O)N(CC4CC4)C(C(C)C)C3)c(C)c2c1 (centres undefined)
-16.8%[86.2 µM]	COc1ccc(NC(=O)C2=NO[C@@H]3CN(CCc4ccccc4)C[C@H]23)cn1
?	Cc1cc(Nc2ccc(Br)cc2)nc(-c2ccccc2O)n1
?	CCOC(=O)c1ccc(NC(=O)C(C)N(c2ccc(OCC)cc2)S(C)(=O)=O)cc1 (centres undefined)
13.4%	CCCCN1C(=O)c2ccccc2C(C(=O)NCCc2ccc(OC)cc2)C12CCCCC2 (centres undefined)
-16.2%	CC1CCCC(C)N1NC(=S)NCc1ccccc1 (centres undefined)
9.4%	O=C(C1COc2cc(S(=O)(=O)Nc3ccc(F)cc3)ccc2O1)N1CCCCC1 (centres undefined)
-2.7%	Cn1nccc1-c1cccc(-c2nc(N3CCOCC3)n(C)n2)c1
-22.4%	CC1=C(C(=O)Nc2cccc(C(F)(F)F)c2)C(c2ccc(Cl)cc2)n2ncnc2N1 (centres undefined)
5.4%	O=C(NC1C[C@H]2CC[C@@H](C1)N2C(=O)c1ccc(Cl)s1)c1ccncc1 (some centres undefined)
-31.4%	CN1[C@@H](CCC(=O)NCc2ccccc2)CNC(=O)[C@@H]2[C@H]1CCN2Cc1ccc(C(F)(F)F)cc1
-15.1%	CCCn1nc(C(=O)N2CCSCC2)c2ccccc2c1=O
-4.0%[11.5 µM]	CCOC(=O)c1ccc(NC(=O)CN(c2ccc(C)cc2)S(=O)(=O)c2ccc(OC)cc2)cc1
15.1%	CC(C)c1ccc2c(c1)C1(CC(=O)Nc3c1sc(C(=O)O)c3-c1ccccc1F)C(=O)N2C (centres undefined)
4.7%	CCOC(=O)c1c(C)[nH]c(C(=O)CSc2nncn2C)c1C
9.6%	COc1cc(C)c(NC(=O)Cn2cnc3c2c(=O)n(C)c(=O)n3C)cc1OC
?	Cc1ccc2sc(N(Cc3cccnc3)C(=O)CCS(=O)(=O)c3ccccc3)nc2c1C
13.0%	COC(=O)c1c(C)[nH]c(C(=O)N2CCCCCC2c2ccc(OC)cc2)c1C (centres undefined)
23.1%	CC(=O)c1ccc(N(C(=O)c2csnn2)C(C(=O)NC2CCCC2)c2ccccc2)cc1 (centres undefined)
-14.3%	CC(=O)NN1C(=O)/C(=C2/Sc3ccc(Cl)cc3N2C)SC1=S
-38.5%	CCOC(=O)C(C)Nc1ncnc2onc(C)c12 (centres undefined)
-3.0%	CCCNC(=O)N1CCC2(CC1)N(C)C(=O)CS2=O (centres undefined)
-7.3%	Cn1c2c(c(=O)n(C)c1=O)C(c1cc(Br)ccc1F)CC(=O)N2 (centres undefined)
-13.4%	CCN1C(=O)Cc2cc(C(=O)NCc3cc(OC)ccc3OC)ccc21
-15.2%	COc1ccc(C)cc1N(C)C(=O)CCc1nc(-c2ccccc2F)no1
16.1%	CC(=O)c1c(C)nn(CC(=O)NC2CC(c3nnc(CN(C)C)n3C)C2)c1C (centres undefined)
?	Cc1cc(C(N)=O)c(-c2ccc(N)nc2)nc1C
-5.6%	CCC(NS(=O)(=O)c1cc(-n2cccn2)ccc1OC)C1CC(O)C1 (centres undefined)
-26.2%	COc1cccc(/C=C2\Oc3cc(OC(=O)N4CCOCC4)ccc3C2=O)c1
10µM*	COc1ccc(Cl)cc1-c1ccc2c(c1)C(=O)N1CCN(C(=O)C3CCCCC3)C[C@@H]1C(=O)N2
-5.1%	Cc1cc2nc3n(c(=O)c2n1CC(=O)Nc1ccc2c(c1)OCO2)CCC3
0.6%	O=C(NC1CC1)c1ccccc1OC1CN(Cc2ccc(F)c(F)c2)C1
0.4%	CC(C)CCNC(=O)CN1N=C(c2ccc(Cl)cc2)CCC1=O
?	COc1ccc(-c2cn3c4ccccc4nc3n2CCCN2CCCCC2)cc1
-5.9%	COc1ccc(OCC(=O)N2CCC3(CC2)N=C(c2ccc(C)cc2)NO3)cc1
-9.3%	CCOc1ccc2c(n1)CCN(C(=O)Nc1ccccc1C)C2
13.0%	CCc1c(C)nc2ncnn2c1Sc1ccccc1NC(=O)c1ccc2c(c1)OCO2
9.5%	O=C(NC1CCCC1)c1ccc(Oc2nccnc2Sc2ccccc2)cc1
-14.6%	O=C(CCn1cnc2ccccc21)N1CCn2nc(Cc3ccccc3)cc2C1
9.1%	CN(C)c1nc(Oc2ccc(=O)n(C)n2)nc(N(C)C)n1
8.3%	Cc1ccc(-n2c(=O)c3ccc(C(=O)NCc4ccccc4Cl)cc3n(Cc3cccc(F)c3)c2=O)cc1
-24.0%[86.2 µM]	CC1CCCN1c1ncnc2c1CN(C1CCC1)C(=O)CN2C (centres undefined)
3.1%	COC[C@H]1NC(=O)CC[C@H]1C(=O)N1CCCc2ccccc21
7.3%	C[C@]1(CO)[C@H]2Cc3sc(NC(=O)C4CCC4)nc3[C@@H](CC(=O)N3CCOCC3)[C@]2(C)CC[C@H]1O
18.0%	CC(C)(C)NC(=O)N1CCCN(c2ccc(C(F)(F)F)cn2)CC1
16.4%	O=C(N[C@@H]1CN(Cc2c(F)cccc2Cl)C[C@H]1CO)C1CC1
15.7%	Cc1ccccc1NC(=S)NC(=O)C1CCCCC1
32.1%	O=C(OC(C(=O)NCc1ccc(F)cc1)c1ccccc1)c1ccco1 (centres undefined)
-8.3%	O=C(CC12CC3CC(CC(C3)C1)C2)NCCc1ccc(Cl)cc1
20.8%	CC(C)(C)C(=O)CSc1nnc(COc2ccccc2Cl)n1C1CC1
-14.5%	CN1CCCC1c1nc(C2CN(C(=O)c3cccn3C)C2)no1 (centres undefined)
9.4%	C=CCS(=O)(=O)c1ccc(Br)c2ccccc12
8.7%	CCO[C@H]1CN(C(=O)c2ccccc2Cc2ccc(C)c(F)c2)C[C@@H]1O

Carrying on:
KDM5B inh	canonical_smiles
-25.4%	CC(=O)Nc1cccc(NC(=O)c2c(-c3ccccc3)c(-c3ccccc3)nn(C)c2=O)c1
14.5%	COc1ccc(NC(=O)C(=O)NCc2ccccc2)c(OC)c1
20.7%	COc1ccc(NC(=O)c2sc3nc(-c4cccnc4)ccc3c2N)cc1
4.2%	O=C(NCCCc1ccccc1)C(=O)NCc1n[nH]c(=O)c2ccccc12
?	Cc1nn(C)cc1-c1ccnc(NCCCN2CCCC(CO)C2)n1 (centres undefined)
-9.5%	Cc1cc(C)c2c(CC(=O)Nc3sc4c(c3C(N)=O)CCCC4)coc2c1
-0.9%	COCc1cccc(C(=O)NCC(O)c2ccccc2C(F)(F)F)c1 (centres undefined)
-8.5%	Oc1ccc(C=NCC2(c3ccccc3)CCCC2)cc1

Screening results: PubChem, National Center for Advancing Translational Sciences (NCATS)

This is a subset; count on the stated rates, not on these rows.
